NFkB transloc pot – enhances IL-1B driven NFkB nuclear translocation | HUVEC IL-1B NFkB p65 nuclear translocation imaging | activation, % at 2 µM | 94,000 tested, 0.3% active;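 active means activation above 40%, about the mean plus 3 SD, also judged a hit on visual image review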;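 further: percent activation is computed from the nuclear over cytoplasmic p65 intensity ratio; values of inactives mirror those of a sister screen read the other way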
Bcl-B TR3 displacers – displacers of TR3 peptide from Bcl-B, primary screen, selectivity assay for Bfl-1 inhibitor project, biochemical, fluorescence polarization. displacement, % at 20 µM; hits with a dose series show IC50 in µM. FP displacement of FITC-TR3 peptide from Bcl-B; higher % means a stronger effect. AID 748. 96,000 tested, 0.11% active;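 active means displacement above 50% at 20 µM plus a fluorescence interference ratio under 1.5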;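 further: plate controls were wells without compound for no effect and wells lacking Bcl-B protein for full effect; a part of the inactive calls stands beside numbers as strong as those of hits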
IL1B NFkB inh – blocks IL-1B driven NFkB nuclear translocation in HUVEC cells; HUVEC IL-1B NFkB p65 nuclear translocation imaging; inhibition, % at 2 µM; 94,000 tested, 0.43% active;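 active means inhibition above about 30% together with a positive call from visual inspection of the well image, limit read from the data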;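 further: nuclear over cytoplasmic p65 intensity ratio measured by imaging; 0% = IL-1B stimulated DMSO wells and 100% = unstimulated DMSO wells; values of inactives mirror those of a sister screen read the other way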
PLAP inhibitors HTS – PLAP enzyme inhibitors, biochemical, luminescence, HTS (AID 690) | purified PLAP, luminescent substrate; higher % means a stronger effect | 96,000 tested, 0.08% active | one-dose inhibition, % at 20 µM; IC50 in µM for titrated hits; in the data active means a potency from the dose series; inactive means the rest, 99 in 100 with inhibition below about 30%; further: strong numbers were not always called active
MRP resist rev – compounds reversing MRP-mediated drug resistance; differential viability (reversal), % at 10 µM; AID 602; H69AR cells + 2 uM doxorubicin, CellTiter-Glo, 72 h; 85,000 tested, 0.04% active;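 active means viability drop by adding the cancer drug above about 55%, with treated viability meeting a 40% cutoff, limit read from the data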;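 further: viability without doxorubicin minus viability with 2 µM doxorubicin for each compound; larger differential means the compound sensitizes cells more to doxorubicin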
MRP resist rev cytotoxicity – further read-out of MRP resist rev, marked with its call; viability, %; H69AR cells, CellTiter-Glo, 72 h; measured here: cytotoxicity without doxorubicin
MRP resist rev with doxorubicin – further read-out of MRP resist rev, marked with its call; viability, %; measured here: viability with 2 uM doxorubicin; active compounds read low
IL1B NFkB inh cell count 2 µM – second read-out of IL1B NFkB inh, no call of its own (marks repeat the call); cell count; measured here: cells passing quality filter;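 raw number of nuclei counted in each imaged well without normalization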
NFkB transloc pot cell count 2 µM – further read-out of NFkB transloc pot, marked with its call; cell count; measured here: cells passing quality filter
Active calls of the source: *; / = not tested or not shown.

molecule	IL1B NFkB inh cell count 2 µM	MRP resist rev	NFkB transloc pot cell count 2 µM	MRP resist rev with doxorubicin	IL1B NFkB inh	NFkB transloc pot	MRP resist rev cytotoxicity	Bcl-B TR3 displacers	PLAP inhibitors HTS
Cc1ccc(CSc2nc3ccccc3c(=O)n2CCCC(=O)NCc2ccco2)cc1	166	0	166	29	-8	8	29	-19%	-10%
O=C(CSc1ccc(C(F)(F)F)cc1[N+](=O)[O-])Nc1ccccc1	137	/	137	/	8	-8	/	-2%	15%
CCc1ccc(NC(=O)c2cc(C)on2)cc1	145	/	145	/	-15	15	/	10%	19%
COC(=O)c1cccc(NC(=O)C(C)N2C(=O)c3ccccc3C2=O)c1 (configuration not stated)	74	9	74	85	4	-4	94	-10%	18%
COc1ccc(O)c(-c2[nH]ncc2C(=O)c2ccccc2)c1	113	7	113	90	6	-6	97	11%	-241%
CC1=NOC2(C1)/C(=N/O)CCC/C2=N\O (configuration not stated)	162	/	162	/	-1	1	/	7%	10%
CCN1CCCC1CNC(=O)c1cc2c(C)nc3ccccc3c2o1 (configuration not stated)	106	-9	106	105	5	-5	96	8%	-45%
O=Cc1cn(CC(=O)NCC2CCCO2)c2ccccc12 (configuration not stated)	120	0	120	90	-5	5	89	/	/
Cc1cccc(NC(=O)c2cc(=O)c3ccccc3o2)n1	169	7	169	78	-11	11	86	8%	-7%
CCN1C(=O)CC(NNC(=O)c2ccc(Cl)cc2)C1=O (configuration not stated)	150	2	150	96	-7	7	98	0%	16%
COC(=O)c1cccc(NC(=O)CSc2nnc(COc3ccccc3)n2C)c1	116	-14	116	99	0	0	84	-1%	9%
CC(C)NC(=O)c1ccc2c(c1)N(CC(=O)N1CCOCC1)C(=O)C(C)(C)O2	114	-2	114	88	8	-8	86	4%	-13%
Cc1nc(NC(=O)c2ccccc2)sc1-c1csc(Nc2ccc(Cl)cc2)n1	117	/	117	/	-1	1	/	-22%	-11%
O=C(N1CCN(c2ccccn2)CC1)N1c2ccccc2Sc2ccccc21	176	-30	176	64	-38	38	34	-1%	-5%
O=C(Nc1nnc(-c2ccc3c(c2)CCCC3)o1)c1ccc(Cl)cc1Cl	181	-21	181	74	-14	14	52	-3%	-19%
CC(=O)NC(C)c1nc2ccccc2n1Cc1ccccc1F (configuration not stated)	159	/	159	/	-12	13	/	/	/
Cc1cccc(N2CCN(S(=O)(=O)c3ccc(S(=O)(=O)N4CCCC4)cc3)CC2)c1C	151	-4	151	20	-16	16	16	-9%	21%
CCOC(=O)CSc1nnc(-c2ccc(S(=O)(=O)N3CCC(C)CC3)cc2)o1	223	-6	223	95	3	-3	89	2%	0%
Nc1ccccc1N1CCOCC1	188	9	188	89	3	-3	99	5%	13%
Cc1ccc(S(=O)(=O)Cc2sc3ccccc3[n+]2C)cc1	206	23	206	64	-13	13	87	3%	14%
COc1ccc(/C=N/NC(=O)C2c3ccccc3Oc3ccccc32)c(OC)c1	144	/	144	/	-16	16	/	1%	-2%
Cc1nn(Cc2ccc(Cl)cc2Cl)c(C)c1NC(=O)c1nc2n(n1)C(C(F)F)CC(C)N2 (configuration not stated)	167	1	167	95	4	-4	96	-10%	-36%
CC(=O)c1ccc(N2CCN(C(=O)CCS(=O)(=O)c3ccc(C)cc3)CC2)cc1	/	-10	/	91	/	/	81	-10%	13%
O=S(=O)(N/N=C/c1cn(Cc2ccccc2)c2ccccc12)c1ccccc1	169	-5	169	50	-2	2	45	-7%	-12%

Single records, from the list above.
`Cc1nc(NC(=O)c2ccccc2)sc1-c1csc(Nc2ccc(Cl)cc2)n1` is listed with IL1B NFkB inh cell count 2 µM: 117; MRP resist rev: /; NFkB transloc pot cell count 2 µM: 117; MRP resist rev with doxorubicin: /; IL1B NFkB inh: -1; NFkB transloc pot: 1; MRP resist rev cytotoxicity: /; Bcl-B TR3 displacers: -22%; PLAP inhibitors HTS: -11%
`O=C(Nc1nnc(-c2ccc3c(c2)CCCC3)o1)c1ccc(Cl)cc1Cl` is listed with IL1B NFkB inh cell count 2 µM: 181; MRP resist rev: -21; NFkB transloc pot cell count 2 µM: 181; MRP resist rev with doxorubicin: 74; IL1B NFkB inh: -14; NFkB transloc pot: 14; MRP resist rev cytotoxicity: 52; Bcl-B TR3 displacers: -3%; PLAP inhibitors HTS: -19%

(next part)
molecule	IL1B NFkB inh cell count 2 µM	MRP resist rev	NFkB transloc pot cell count 2 µM	MRP resist rev with doxorubicin	IL1B NFkB inh	NFkB transloc pot	MRP resist rev cytotoxicity	Bcl-B TR3 displacers	PLAP inhibitors HTS
COc1ccc(CCN(C)CCC(=O)Nc2cc(C)ccc2C)cc1OC	173	/	173	/	-2	2	/	-10%	/
Cc1ccc(-c2nc3ccccc3s2)cc1NC(=O)c1ccc2c(c1)OCO2	160	/	160	/	14	-14	/	8%	9%
CCN(CC)C(=O)COc1cccc2ccccc12	/	2	/	87	/	/	89	11%	-22%
Cc1csc(N2CCc3ccccc32)n1	156	18	156	90	5	-5	108	2%	4%
CC(Sc1n[nH]c(N)n1)C(=O)C12CC3CC(CC(C3)C1)C2 (configuration not stated)	156	2	156	97	-23	23	99	5%	-101%
Cc1ccc(-c2noc(CSc3nnc(Cc4cccs4)n3-c3ccccc3)n2)cc1	51	-9	51	90	-16	16	81	-5%	-27%
O=C(Cc1c(C(=O)O)[nH]c2ccc(Cl)cc12)Nc1ccc2c(c1)OCCO2	128	9	128	87	0	0	96	0%	-23%
Nc1cc(=O)[nH]c(SCc2cccc(Cl)c2)n1	119	28	119	61	-4	4	88	-10%	0%
Cc1sc2ncn(CC(=O)NCCCC(=O)N3CCN(c4ncccn4)CC3)c(=O)c2c1C	39	3	39	87	-12	11	90	-2%	-30%
CCCNC(=O)C1CCN(c2ccc(S(=O)(=O)N3CCOCC3)cc2Cl)CC1	87	-16	87	66	2	-2	50	/	/
COc1cccc(NC(=O)C2CC(=O)n3cnnc3S2)c1 (configuration not stated)	83	/	83	/	16	-16	/	-1%	-8%
O=C1CCCC2=C1C(c1ccsc1)CC(=O)N2c1nnc(SCc2ccccc2)s1 (configuration not stated)	153	/	153	/	5	-5	/	0%	-32%
CC(C)CNS(=O)(=O)c1ccc(CCC(=O)Nc2cc(Cl)ccc2Oc2ccccc2)cc1	171	/	171	/	-15	15	/	-42%	-13%
CC(C)C(NS(=O)(=O)c1cccs1)C(=O)N(C)Cc1ccccc1 (configuration not stated)	/	15	/	77	/	/	92	-18%	-17%
Cn1c2c(c(=O)n(C)c1=O)C(NC(=O)c1ccco1)(C(F)(F)F)C(=O)N2 (configuration not stated)	102	9	102	87	3	-3	96	12%	11%
O=C(Nc1ccc2snnc2c1)N1CCSCC1	124	11	124	76	-27	27	87	-7%	16%
COc1ccccc1N=c1oc2cc(O)ccc2cc1C(N)=O	188	/	188	/	-9	9	/	-124%	10%
CCOC(=O)c1ccc(Oc2nc(SC)nc(N(C)C)n2)cc1	138	6	138	104	-4	4	111	-9%	5%
O=C(O)c1cc(S(=O)(=O)N2CCCCCC2)ccc1Cl	134	-1	134	97	22	-22	96	-12%	11%
Cc1ccc(C2=CC(c3cccs3)n3nnnc3N2)cc1 (configuration not stated)	89	/	89	/	-2	2	/	4%	-9%
COc1cccc2cc(NC(=O)C3CCCCC3)c(=O)oc12	190	/	190	/	4	-4	/	-11%	5%
COC(=O)c1ccc(Oc2c(C)oc3c(CN4CCN(C)CC4)c(O)ccc3c2=O)cc1	116	7	116	73	-7	7	81	3%	-30%
COC(=O)Nc1nc2c(s1)CCCC2	/	18	/	79	/	/	98	-4%	-1%
CC(C)C(=O)NC(Nc1cccc2cccnc12)C(Cl)(Cl)Cl (configuration not stated)	150	/	150	/	-9	9	/	4%	4%
O=C(O)C1[C@H]2C(=O)N(C3CCCC3)C[C@]23C=C[C@H]1O3 (some centres not stated)	97	0	97	94	-3	3	94	-2%	7%
CC12CC(NC(=O)N1c1cccc(C(=O)N3CCN(c4ccccn4)CC3)c1)c1ccccc1O2 (configuration not stated)	47	7	47	82	-11	11	89	0%	-54%
COc1ccccc1NC(=O)c1nc[nH]c1C(=O)Nc1ccccc1OC	85	-30	85	70	-6	6	39	-1%	-24%
COCCNC(=O)c1onc(CSc2ccc(F)c(F)c2)c1C(=O)O	147	/	147	/	-2	2	/	1%	-5%
O=C1OC(N2CCN(C/C=C/c3ccccc3)CC2)c2ccccc21 (configuration not stated)	122	/	122	/	5	-5	/	-3%	0%
O=C(c1ccccc1Nc1ccc(SC(F)F)cc1)N1CCCCCC1	98	5	98	67	-7	7	71	-8%	-13%
Cc1cccc(NC(=O)CSc2nc(-c3ccccc3)c(C#N)c(=O)[nH]2)c1C	/	/	/	/	/	/	/	1%	-18%
O=C(Cc1c(O)c2ccccc2[nH]c1=O)NCc1ccccc1F	131	6	131	94	0	0	100	-4%	-3%
CCCCCC(=O)N/N=C(\C)c1ccccn1	115	/	115	/	0	0	/	-7%	-136%
Cc1cc(NC(=O)c2c(Cl)c(C)nn2C)no1	191	/	191	/	-19	19	/	-2%	-16%
O=c1oc2ccccc2cc1-c1nnc(NCc2ccco2)s1	156	-7	156	39	-4	5	32	-3%	22%
CCOC(=O)C1=C(OCc2ccc(Cl)cc2)C2C=C(C)C=CC2N=C1 (configuration not stated)	/	-6	/	99	/	/	93	-6%	-14%
COc1ccc(S(=O)(=O)Nc2ccc(S(=O)(=O)N3CCOCC3)cc2)cc1C	140	-9	140	73	-20	21	63	-10%	-29%
COc1ccc(C(=O)N=c2nc3ccccn3s2)cc1	/	-14	/	58	/	/	44	6%	17%
COc1ccc(Nc2nc(NC(C)(C)C)nc(N3CCCC3)n2)c(OC)c1	108	-12	108	72	-10	10	60	16%	-48%
O=c1c2cc3c(=O)n(CC4CCCO4)c(=O)c3cc2c(=O)n1CC1CCCO1 (configuration not stated)	113	-12	113	96	-25	25	84	11%	11%
CC(=O)Nc1ccc(Oc2nc(C)cc(C)n2)cc1	76	15	76	79	8	-8	95	-7%	-2%
O=C(CSCc1ccc(F)cc1)N1CCOCC1	159	3	159	98	-10	10	101	6%	-10%
O=C(CSc1nc2ccccc2c(=O)[nH]1)Nc1ccc(S(=O)(=O)N2CCCC2)cc1	141*	-11	141	98	31*	-31	87	-2%	-16%
Cc1nnc2ccc(N3CCC4(CC3)OCCO4)nn12	123	32	123	63	-11	11	94	1%	-2%
O=C(OCc1nnc(-c2ccccc2)o1)C1=COCCO1	183	14	183	82	-11	11	96	9%	13%

A portion of the library, so the mix of outcomes need not match the whole.
